Nrf2 activator: qHTS of Nrf2 Activators | AREc32 ARE-luciferase reporter (MCF7-derived line), luminescence, 24 h | Potency, µM (top dose mostly 46.1 µM), for inactives: top-dose activation, actives largely listed as activators | actives 0.31% (n = 410,000); also: % of control where 0% means no effect; nearly all actives have a fitted effect of over 65% in size
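Nrf2 activation is followed as ARE-luciferase induction in the AREc32 line after one day of compound treatment; luminescence is read with Steady-Glo.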
HepG2 viability: qHTS for Inhibitors of TGF-b: Cytotox Counterscreen; HepG2 CAGA-GFP viability, ATP luminescence, 18 h; Potency, µM (highest dose often 46.1 µM), inactives show top-dose activity change, negative = cytotoxicity, actives largely listed as cytotoxic; actives 0.76% (n = 410,000); also: some results filed as inactive show a strong effect at the top dose
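HepG2 CAGA-GFP cells (1000/well, DMEM with 1% FBS) received compound, then TGF-beta at 500 pg/mL final, and were incubated 18 hours at 37 degrees C. Viability was read by CellTiter-Glo luminescence. Media-only wells were set as complete cell-killing and DMSO as no toxicity.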
EPAC2 antagonist: qHTS for Antagonist of cAMP-regulated guanine nucleotide exchange factor 2 (EPAC2): primary screen; Rap guanine nucleotide exchange factor 4 (Homo sapiens), Q8WZA2; Potency, µM (series often up to 114 µM), inactives show top-dose activity, negative = inhibition, most hits filed as inhibitors; EPAC2 GEF exchange of Rap1B-BODIPY-GDP, fluorescence; AID 720708, 2013; actives 0.18% (n = 360,000); also: % is scaled to controls: 0 for no effect and ±100 for the full control effect; nearly all actives have a fitted effect of over 45% in size; many of its hits are not listed in these tables
Target sequence (Q8WZA2 whole entry, looked up): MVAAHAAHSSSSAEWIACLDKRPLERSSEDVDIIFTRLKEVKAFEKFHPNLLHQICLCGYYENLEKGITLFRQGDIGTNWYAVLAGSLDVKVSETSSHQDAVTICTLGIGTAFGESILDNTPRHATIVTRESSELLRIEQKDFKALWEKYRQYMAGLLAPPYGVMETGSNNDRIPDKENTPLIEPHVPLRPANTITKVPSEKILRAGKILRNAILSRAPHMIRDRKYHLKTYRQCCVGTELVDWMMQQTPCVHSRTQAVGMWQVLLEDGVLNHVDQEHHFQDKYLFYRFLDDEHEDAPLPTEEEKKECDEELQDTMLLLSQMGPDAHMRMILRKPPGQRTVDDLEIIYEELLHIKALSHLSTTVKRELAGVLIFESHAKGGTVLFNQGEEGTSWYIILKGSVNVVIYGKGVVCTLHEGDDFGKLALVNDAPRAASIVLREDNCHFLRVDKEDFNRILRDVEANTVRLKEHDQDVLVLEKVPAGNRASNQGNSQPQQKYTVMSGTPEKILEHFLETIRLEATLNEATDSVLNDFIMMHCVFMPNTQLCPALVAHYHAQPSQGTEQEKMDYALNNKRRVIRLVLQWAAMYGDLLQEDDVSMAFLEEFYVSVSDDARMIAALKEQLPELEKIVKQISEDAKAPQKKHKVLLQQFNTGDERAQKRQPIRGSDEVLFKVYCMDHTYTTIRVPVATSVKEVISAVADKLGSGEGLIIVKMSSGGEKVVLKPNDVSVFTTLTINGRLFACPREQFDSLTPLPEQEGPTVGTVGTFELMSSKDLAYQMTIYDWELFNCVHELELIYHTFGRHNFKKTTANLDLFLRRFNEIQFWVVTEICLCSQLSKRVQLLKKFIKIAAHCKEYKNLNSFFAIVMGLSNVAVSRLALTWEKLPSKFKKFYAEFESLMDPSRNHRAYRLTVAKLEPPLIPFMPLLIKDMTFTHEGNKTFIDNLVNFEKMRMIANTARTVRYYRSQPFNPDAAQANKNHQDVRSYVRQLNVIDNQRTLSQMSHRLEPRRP
A549 viability: Nrf2 qHTS screen for inhibitors: counterscreen for cytotoxicity; A549 ARE-Fluc cells, CellTiter-Fluor viability, 18-24 h; Potency, µM (top dose mostly 46 µM), inactives show at the highest dose activity change, negative = cytotoxicity, most hits filed as inhibitors; actives 0.16% (n = 390,000); AID 504648, 2011; also: % is scaled to controls: 0 for no effect and ±100 for the full control effect
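A549 ARE-Fluc cells in 5% FBS OPTI-MEM, 5000 cells/well, rested 2 h then exposed to compounds in concentration-response for 18-24 h at 37 °C. Viability by CellTiter-Fluor fluorescence (Ex 405/Em 525) after 30 min; luciferase luminescence (BugLite, 15 min, RT) read afterwards.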
Nrf2 block: Nrf2 qHTS screen for inhibitors. A549 ARE-Fluc reporter, luciferase luminescence, 18-24 h. Potency, µM (series often up to 46 µM), without a hit: at the top dose activity change, negative = inhibition, hits mostly inhibitors. actives 2.1% (n = 360,000); also: % is scaled to controls: 0 for no effect and ±100 for the full control effect; nearly all actives have a fitted effect of over 60% in size
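Reporter: ARE-Fluc in A549. Exposure: 18-24 h, 37 °C, 5% CO2, 5% FBS OPTI-MEM. Readouts: fluorescent cytotoxicity (CellTiter-Fluor), then luminescent Nrf2 signal after BugLite.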
TGFb SMAD3 inh: qHTS for Inhibitors of TGF-b. HepG2 CAGA-GFP TGF-b/SMAD3 reporter, GFP fluorescence, 18 h; TGF-beta stimulated, 500 pg/mL final. Potency, µM (highest dose often 46.1 µM), without a hit: top-dose activity, negative = inhibition, usual class: inhibitors. actives 1.2% (n = 410,000). AID 588855, 2011; also: % is scaled to controls: 0 for no effect and ±100 for the full control effect; nearly all actives have a fitted effect of over 65% in size
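Per well, imaged GFP fluorescence of HEPG2 CAGA-GFP cells gives the signal; cells get compound, then TGF-beta (500 pg/mL final), 18 h at 37 degrees C; %Activity versus -TGF-beta and +DMSO controls.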
MCF10A rereplic: A quantitative high throughput screen for small molecules that induce DNA re-replication in MCF 10a normal breast cells. MCF 10A DNA re-replication, Hoechst nuclear intensity, 48 h. actives 2.9% (n = 350,000). Potency, µM (series often up to 46.1 µM), for inactives: at the highest dose activity, positive = re-replication, most hits filed as activators; also: % of control where 0% means no effect; nearly all actives have a fitted effect of over 50% in size
S2 tox: Viability Counterscreen for Primary qHTS for Inhibitors of ATXN expression. S2 cells (HEK-293 line with an ATXN2-luciferase reporter) viability, CellTiter-Fluor protease fluorescence, 24 h. Potency, µM (titrated, usually from 56.7 µM), most hits filed as cytotoxic. actives 0.49% (n = 400,000); also: nearly all actives have a fitted effect of over 40% in size
ATXN2 expr inh: Primary qHTS for Inhibitors of ATXN expression | HEK-293 ATXN2-luciferase reporter, luminescence, 24 h | Potency, µM (doses to about 57 µM), inactives show at the highest dose activity change, negative = inhibition, most hits filed as inhibitors | actives 0.72% (n = 360,000); also: % is scaled to controls: 0 for no effect and ±100 for the full control effect; nearly all actives have a fitted effect of over 55% in size
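qHTS (up to 57 uM final) was run with 24 h compound exposure of reporter cells at 37 °C. Each well was multiplexed: SteadyGlo luminescence measured ATXN2-luciferase expression after a fluorogenic Gly-Phe-AFC viability readout (25 uM final).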
Starred values were filed as active, the others as inactive; i = inactive; ? = inconclusive; . = not tested or not shown; [ ] = another dose, or the depositor's remark. Calls follow the shape of the dose curve; as a rule, active = well fitted curve in the direction sought with a large enough effect; inconclusive = small, poorly fitted or top-dose-only effect, or another doubt; inactive = no such curve, though single readings can be large; an effect the other way counts as inactive or inconclusive. Potency is read from the fitted curve at half-maximal effect. Only part of the results is shown; count on the stated rates, not on these rows.

Value order – Nrf2 activator	HepG2 viability	EPAC2 antagonist	A549 viability	Nrf2 block	TGFb SMAD3 inh	MCF10A rereplic	S2 tox	ATXN2 expr inh
> COc1cc(NC(=O)c2ccc([N+](=O)[O-])cc2)c(OC)cc1NC(=O)CC(C)C
 : 0.2%	-42%	-10%	20%	-10%	3%	-4%	i	9%
> CCCN(CCC)C(=O)CSc1nc2c(sc(=S)n2-c2ccc(OCC)cc2)c(=O)[nH]1
 : 0.8%	2%	?	-2%	?	-5%	?	i	11%
> COc1ccc(C(=O)Nc2cccc(/C=C(/CCC(=O)O)c3nc4ccccc4s3)c2)cc1
 : 4.5%	-3%	4%	-3%	?	2%	?	i	31%[activator]
> O=C(/C=C/c1ccc2c(c1)OCCO2)N1CCN(c2ccc(F)cc2)CC1
 : -0.4%	-28%	8%	0%	-25%	-17%	-2%	i	-22%
> CC(C)N1C(=O)CCC1C(=O)N1CCN(c2ccc(F)cc2)CC1 (configuration not stated)
 : -0.8%	6%	11%	-1%	-10%	-6%	?	i	-1%
> CCOc1cc(C2c3c(oc4cc(C)c(Cl)cc4c3=O)C(=O)N2Cc2ccco2)ccc1O (configuration not stated)
 : 0.1%	5%	6%	-5%	-3%	-6%	?	?	-19%
> Cn1c(=O)c2cnc(-c3ccc(C(F)(F)F)cc3)nc2n(C)c1=O
 : 0.4%	1%	6%	-1%	11%	-5%	-1%	i	-21%
> O=C(Nc1ccc(NC(=O)c2ccco2)nc1)c1cccnc1
 : -0.3%	0%	-1%	2%	6%	17%	-1%	i	-15%
> O=C(CCCC(=O)N1CCCc2ccccc21)N1CCCc2ccccc21
 : 0.4%	-28%	-1%	-2%	-4%	-3%	7%	i	-20%
> CC1=C(C(=O)OCc2ccccc2)C(c2ccccc2Br)NC(=O)N1 (configuration not stated)
 : 3.1%	-11%	-4%	-9%	?	?	?	i	-4%
> Cc1cc(Cl)ccc1OCCCC(=O)N1CCCCC1
 : 5.0%	-21%	0%	14%	.	-5%	?	i	6%
> CCN(C(=O)CSc1nnc(-c2ccco2)n1Cc1ccccc1)C1CCS(=O)(=O)C1 (configuration not stated)
 : -0.2%	-4%	-12%	2%	?	-1%	1%	i	1%
> Cc1cccc(-n2ccnc2SCC(=O)Nc2cccc3ccccc23)c1
 : -1.2%	-22%	.	5%	.	3%	.	i	?
> COc1nccc(C(F)(F)F)c1C(=O)NC(=O)Nc1c(C)cccc1C
 : -0.2%	-30%	-2%	4%	-5%	-10%	-2%	i	-20%
> O=C1CCCC/C1=C/Nc1ccc(S(=O)(=O)Nc2ncccn2)cc1
 : -0.9%	-1%	-1%	-16%	-17%	-17%	2%	i	0%

New compounds follow.
Value order – Nrf2 activator	HepG2 viability	EPAC2 antagonist	A549 viability	Nrf2 block	TGFb SMAD3 inh	MCF10A rereplic	S2 tox	ATXN2 expr inh
> O=c1[nH]cnc2sc3c(c12)CCCCC3
 : 0.3%	-9%	-5%	5%	-14%	7%	8%	i	17%
> COC(=O)CC1C(=O)NCCN1C(=S)NC(=O)C(c1ccccc1)c1ccccc1 (configuration not stated)
 : -0.7%	-20%	0%	0%	3%	-2%	1%	i	-10%
> CCN1CCc2nc(NC(=O)c3ccccc3)sc2C1
 : -0.6%	1%	5%	-9%	?	0%	11%	i	-15%
> CCOc1ccc(C(CC(=O)O)NC(=O)c2ccco2)cc1OC (configuration not stated)
 : -0.2%	-13%	14%	-11%	3%	0%	-1%	i	0%
> COc1cccc(N2CCN(Cc3nnc(-c4ccc5c(c4)OCO5)o3)CC2)c1
 : 0.1%	-23%	.	3%	5%	-17%	.	i	9%
> COc1ccc(/C=C/C(=O)NC(=S)NNC(=O)c2cc(OC)c(OC)c(OC)c2)cc1
 : -0.5%	-19%	-9%	-6%	?	?	3%	i	.
> O=C(CSc1nnc(CNc2ccc(Cl)cc2)o1)Nc1nc2c(s1)CCCC2
 : 10%	10%	9%	-18%	?	?	8%	i	-19%
> CCOC(=O)C1CCCN(Cc2cn3c(-c4ccc(Br)cc4)nnc3s2)C1 (configuration not stated)
 : 0.4%	-18%	.	-1%	.	10%	.	i	-8%
> CCOC(=O)c1csc(NNC=O)n1
 : 0.2%	-5%	-1%	5%	-6%	-3%	7%	i	8%
> C/C=C(/C)C(=O)O[C@@H]1[C@H](OC(C)=O)c2c(ccc3ccc(=O)oc23)OC1(C)C
 : 3.6%	3%	-16%	2%	-18%	?	8%	i	-20%
> CN(C)C1=NCCN1CC1CCCCCC1
 : -0.9%	-20%	10%	-5%	-18%	-7%	-23%	i	-7%
> Cc1cc(C)c(OCC(=O)Nc2ccccc2N2CCOCC2)c(C)c1
 : 0.0%	-5%	?	0%	?	?	?	i	-19%
> COc1ccc(NC(=O)CN2CCN(C3CCCCC3)C(=O)C2=O)cc1
 : 0.0%	-4%	.	9%	.	-23%	.	i	1%
> CN(CCNC(=O)CN1C(=O)CSc2ccc(S(=O)(=O)N3CCCC3)cc21)Cc1ccccc1
 : 0.1%	-2%	-5%	-2%	8%	-12%	3%	i	.
> Cc1ccc2c(=O)cc(C(=O)Nc3nc4ccc(Cl)cc4s3)oc2c1
 : -1.0%	-17%	.	-3%	15%	-5%	.	i	11%

Part of the list above in order of length of the SMILES, highest first:
Value order – Nrf2 activator	HepG2 viability	EPAC2 antagonist	A549 viability	Nrf2 block	TGFb SMAD3 inh	MCF10A rereplic	S2 tox	ATXN2 expr inh
> O=C(CSc1nnc(CNc2ccc(Cl)cc2)o1)Nc1nc2c(s1)CCCC2
 : 10%	10%	9%	-18%	?	?	8%	i	-19%
> COc1ccc(NC(=O)CN2CCN(C3CCCCC3)C(=O)C2=O)cc1
 : 0.0%	-4%	.	9%	.	-23%	.	i	1%
> CCOc1ccc(C(CC(=O)O)NC(=O)c2ccco2)cc1OC (configuration not stated)
 : -0.2%	-13%	14%	-11%	3%	0%	-1%	i	0%

Continued:
Value order – Nrf2 activator	HepG2 viability	EPAC2 antagonist	A549 viability	Nrf2 block	TGFb SMAD3 inh	MCF10A rereplic	S2 tox	ATXN2 expr inh
> Cc1ccc(C)c(NC(CC(=O)c2ccccc2)C(=O)OCC(=O)c2cccs2)c1 (configuration not stated)
 : -0.2%	-6%	-8%	-2%	1%	-23%	?	i	11%
> CCc1noc(C)c1C(=O)OCC(=O)Nc1cccc(C)c1
 : -0.4%	-5%	9%	4%	-6%	-5%	2%	i	-13%
> Cc1cc(C)c2c(=O)cc(C(=O)Nc3sc4c(c3C(=O)NCc3ccccc3)CCCC4)oc2c1
 : -0.5%	0%	.	-2%	9%	-3%	.	.	.
> O=C(CCCCCN1C(=O)CCC1=O)Nc1ccc2c(c1)OCO2
 : 0.2%	3%	20%	4%	?	8%	-10%	i	26%
> CCc1sc(C(=O)N2CCN(c3ccc(F)cc3)CC2)cc1C
 : 3.0%	-15%	-11%	-1%	-13%	-15%	?	i	-23%
> Cc1ccc(NNS(=O)(=O)c2ccc(C)cc2)cc1
 : 10%	-14%	-4%	17%	14%	7%	?	i	1%
> O=C(OCc1cc2ccccc2[nH]c1=O)c1ccccc1
 : 0.4%	3%	15%	1%	-10%	-2%	-2%	?	1%
> O=c1[nH]c(SCCN2CCOCC2)nc(O)c1-c1ccccc1
 : -0.3%	-1%	4%	-2%	4%	6%	1%	i	-1%
> Cc1ccc(N=C2NC(=O)/C(=C/c3cn(C)c4ccccc34)S2)cc1C
 : 0.4%	-6%	11%	-19%	23µM*	30%[activator]	21µM*	i	-21%
> COCCCn1c(=N)c(S(=O)(=O)c2ccccc2)cc2c(=O)n3cc(C)ccc3nc21
 : -0.8%	1%	.	9%	6%	6%	.	i	6%
> COc1ccccc1N(CC(=O)Nc1c(C)cccc1C)S(C)(=O)=O
 : -1.0%	-46%	6%	-3%	9%	-1%	-1%	i	1%
> CCOC(=O)C1(Cc2ccccc2)CCN(Cc2cccn2-c2nccs2)CC1
 : 7.1%	-25%	-2%	-16%	?	-9%	?	i	-4%
> Cc1cc(C)c(C#N)c(OCC(=O)Nc2ccccc2)n1
 : -0.1%	9%	3%	-5%	?	15%	-12%	i	11%
> CN(C)CCn1c2ccccc2c2nc3ccc([N+](=O)[O-])cc3cc21
 : ?	-6%	-16%	?	?	?	13%	i	3.2µM*
> Cc1sc2ncnc(NC3CCN(Cc4ccccc4)CC3)c2c1C
 : 3.1%	-22%	2%	?	4.6µM*	?	17%	i	-30%

Record cards (already shown):
Profile of CCOC(=O)C1(Cc2ccccc2)CCN(Cc2cccn2-c2nccs2)CC1 → Nrf2 activator = 7.1%; HepG2 viability = -25%; EPAC2 antagonist = -2%; A549 viability = -16%; Nrf2 block = ?; TGFb SMAD3 inh = -9%; MCF10A rereplic = ?; S2 tox = i; ATXN2 expr inh = -4%
Profile of Cc1sc2ncnc(NC3CCN(Cc4ccccc4)CC3)c2c1C → Nrf2 activator = 3.1%; HepG2 viability = -22%; EPAC2 antagonist = 2%; A549 viability = ?; Nrf2 block = 4.6µM*; TGFb SMAD3 inh = ?; MCF10A rereplic = 17%; S2 tox = i; ATXN2 expr inh = -30%

Other results:
Value order – Nrf2 activator	HepG2 viability	EPAC2 antagonist	A549 viability	Nrf2 block	TGFb SMAD3 inh	MCF10A rereplic	S2 tox	ATXN2 expr inh
> COc1ccc(/C=C/C(=O)Nc2ccc(OC)cc2[N+](=O)[O-])cc1
 : -0.6%	-12%	0%	-7%	-12%	-16%	-16%	i	-2%
> CNC(=S)N/N=C/c1ccc2c(c1)OCCO2
 : 2.1%	-1%	2%[57.1 µM]	15%	?	1%	1%	?	.
> CC(=O)C1=C(O)C(=O)N(Cc2ccccc2)C1c1ccc(F)cc1 (configuration not stated)
 : -0.7%	0%	11%	-1%	-6%	6%	-1%	i	-18%
> O=C(O)c1cc(Br)ccc1NN=C1CCCCC1
 : 5.0%	-11%	-1%	0%	?	?	5%	i	5%
> Cc1ccc(CN2CCC(CNc3ncnc4onc(-c5ccc(Cl)cc5)c34)CC2)cc1
 : -0.1%	-28%	.	-25%	?	-24%	.	i	-2%

Bioassay records from PubChem.
